Source: PubChem BioAssay (several laboratories)
PLC-beta3 inh = human PLC-beta3 inhibitors, primary screen, biochemical, fluorescence; 370,000 compounds, 0.18% hits; 1-phosphatidylinositol 4,5-bisphosphate phosphodiesterase beta-3 (Homo sapiens), Q01970; inhibition, % at 12.2 µM; Purified PLC-beta3, fluorogenic substrate; in the data active = inhibition above about 11%;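 also: 0% = median of compound wells on plate and 100% = full blocker control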
ssDAF-12 act = S. stercoralis DAF-12 nuclear receptor activators, primary screen, cell-based, luminescence, HEK293, GRIP1 co-expression, lit1-tk-luc; activation, % at 6.8 µM; 370,000 compounds, 1% hits; AID 652126, 2013; HEK293 ssDAF-12/GRIP1 lit1-tk-luc reporter; % of 3 µM dafachronic acid response; Nuclear hormone receptor DAF-12 (Strongyloides stercoralis);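 active = activation above the mean over all tested compounds plus 3 SD, cut at about 0.9% in these data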;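 also: 0% = DMSO-only wells and 100% = 3 µM delta7-dafachronic acid wells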
NR1D1 modulator = modulators of Rev-erb alpha DNA binding, primary screen, biochemical, FITC-DNA, fluorescence polarization, uHTS; Rev-erbα–FITC-DNA binding, 90 min; activity, % at 10 µM; 370,000 compounds, 0.79% hits;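 active = activity above about 14%, limit read from the data; passing the limit was not always enough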;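 also: 0% = DMSO wells with 35 nM protein and 100% = DMSO wells with 750 nM protein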
Target sequence (P20393 whole entry, looked up): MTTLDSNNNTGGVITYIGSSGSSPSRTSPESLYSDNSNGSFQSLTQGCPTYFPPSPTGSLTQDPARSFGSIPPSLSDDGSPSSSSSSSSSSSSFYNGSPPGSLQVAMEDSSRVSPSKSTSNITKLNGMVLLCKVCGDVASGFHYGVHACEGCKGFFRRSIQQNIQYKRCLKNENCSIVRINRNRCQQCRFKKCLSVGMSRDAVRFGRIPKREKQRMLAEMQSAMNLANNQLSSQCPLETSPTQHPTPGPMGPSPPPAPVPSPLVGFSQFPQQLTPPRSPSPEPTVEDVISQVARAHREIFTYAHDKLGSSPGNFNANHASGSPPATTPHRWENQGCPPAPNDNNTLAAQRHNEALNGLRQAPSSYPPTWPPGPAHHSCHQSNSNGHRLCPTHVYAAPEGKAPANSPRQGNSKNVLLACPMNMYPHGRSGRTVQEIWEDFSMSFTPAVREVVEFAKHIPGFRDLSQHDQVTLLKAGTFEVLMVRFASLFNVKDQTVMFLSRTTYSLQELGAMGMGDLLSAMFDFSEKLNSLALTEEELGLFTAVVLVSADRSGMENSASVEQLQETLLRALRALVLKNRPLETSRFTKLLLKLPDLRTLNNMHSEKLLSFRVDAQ
DAX1 inh-1 = DAX1 (NR0B1) inhibitors on StAR promoter, primary screen, cell-based, luminescence, SF-1 (NR5A1), full-length DAX-1; inhibition, % at 6.8 µM; 370,000 compounds, 1.1% hits; HEK293T StAR-luciferase reporter, SF-1/DAX-1 repression relief; AID 652010, 2013;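 active = inhibition above the mean over all tested compounds plus 3 SD, cut at about 3.6% in these data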;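 also: 0% = DAX-1 cells with DMSO and 100% = cells lacking DAX-1 with DMSO; higher inhibition means more luminescence from relief of DAX-1 repression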
DAX1 inh-2 = DAX1 (NR0B1) inhibitors, primary screen, cell-based, HEK293, Gal4-DAX1, luciferase luminescence; 340,000 compounds, 0.99% hits; AID 504766, 2011; Nuclear receptor subfamily 0 group B member 1 (Homo sapiens), P51843; inhibition, % at 6.75 µM; HEK293 Gal4-DAX1 luciferase reporter;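 active = inhibition above the mean over all tested compounds plus 3 SD, cut at about 4.2% in these data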;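 also: 0% = DAX1-transfected cells with DMSO and 100% = empty-vector control cells with DMSO; inhibition shows as a rise in luminescence from relieved DAX1 repression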
SMARCA2 act = SMARCA2 (BRM) function activators, primary screen, cell-based, luminescence, high throughput; MG213 cells, MMTV-luciferase reporter, dexamethasone, overnight; activation, % at 9.1 µM; 370,000 compounds, 1% hits; AID 652017, 2013; in the data active = activation above about 7.8%;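 also: 0% = vehicle wells and 100% = reference activator wells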
ADAM17 inh = ADAM17 inhibitors, primary screen, biochemical, QFRET. 370,000 compounds, 0.83% hits. recombinant ADAM17, EDANS/DABCYL FRET peptide cleavage. inhibition, % at 6.95 µM. AID 720648, 2013;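 active = inhibition above the mean of compounds lying between control limits plus 3 SD, set per campaign, cut at about 8.5% in these data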;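 also: 0% = DMSO-only wells as the low control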
PLCg1 inh = PLC-gamma1 enzyme inhibitors, primary screen, biochemical, fluorescence, purified enzyme | 1-phosphatidylinositol 4,5-bisphosphate phosphodiesterase gamma-1 (Homo sapiens), P19174 | fluorogenic substrate | inhibition, % at 12.2 µM | 370,000 compounds, 0.84% hits | AID 720700, 2013; in the data active = inhibition above about 9.5%
hgDAF-12 ag = H. glycines DAF-12 receptor agonists, primary screen, cell-based, luminescence, HEK293, GAL4 fusion, UAS-luciferase | Nuclear hormone receptor DAF-12 (Heterodera glycines), GAL4 fusion | HEK293 GAL4-hgDAF12 UAS-luciferase reporter, agonist luminescence; normalized to butyrate control | activation, % at 6.8 µM | 370,000 compounds, 1.8% hits | AID 687014, 2013;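 active = activation above a cutoff set at the mean of all screened compounds plus 3 SD, cut at about 10% in these data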;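 also: 0% = DMSO wells and 100% = sodium butyrate wells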
MBD2 DNA inh = inhibitors of MBD2 binding to methylated DNA, primary screen, biochemical, TR-FRET, DNA-binding domain, human. MBD2 binding to methylated oligonucleotide. inhibition, % at 4.4 µM. 370,000 compounds, 0.31% hits; in the data active = inhibition above about 13%
Target sequence (Q9UBB5 whole entry, looked up, the tested form may be a part): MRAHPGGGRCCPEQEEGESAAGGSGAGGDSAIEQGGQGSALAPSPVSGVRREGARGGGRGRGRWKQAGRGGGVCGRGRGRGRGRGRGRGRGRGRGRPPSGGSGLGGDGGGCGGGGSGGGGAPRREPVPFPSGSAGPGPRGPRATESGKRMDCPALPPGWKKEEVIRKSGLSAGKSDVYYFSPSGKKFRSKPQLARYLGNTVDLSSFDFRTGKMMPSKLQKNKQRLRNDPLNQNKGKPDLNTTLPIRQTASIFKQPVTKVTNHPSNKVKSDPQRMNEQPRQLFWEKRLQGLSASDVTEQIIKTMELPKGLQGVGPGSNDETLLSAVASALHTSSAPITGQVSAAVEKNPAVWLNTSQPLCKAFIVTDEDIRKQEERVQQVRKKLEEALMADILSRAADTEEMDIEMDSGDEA
hcDAF-12 act = H. contortus DAF-12 nuclear receptor activators, primary screen, cell-based, luminescence, HEK293, lit1-tk-luc reporter; HEK293 hcDAF-12 lit1-tk-luc reporter; 0% DMSO, 100% Δ7-dafachronic acid; 370,000 compounds, 1.4% hits; activation, % at 6.8 µM;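 active = activation above the mean of all tested compounds plus 3 SD, cut at about 5.5% in these data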;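 also: 100% = response to 3 µM Δ7-dafachronic acid high control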
Numbers without * were called inactive; · = not tested or not shown.

Fields: PLC-beta3 inh	ssDAF-12 act	NR1D1 modulator	DAX1 inh-1	DAX1 inh-2	SMARCA2 act	ADAM17 inh	PLCg1 inh	hgDAF-12 ag	MBD2 DNA inh	hcDAF-12 act
> Oc1[nH]c2ccccc2c1N=Nc1cccc(Cl)c1
→ -16	1.2*	4	0.9	0.6	1	-2	-7	9.0	4	8.9*
> Cn1nnnc1SCC(=O)N1c2ccccc2CCc2ccccc21
→ 2	-1.9	0	-0.1	-2.0	2	-3	8	-0.4	4	-2.9
> CCCn1c(SCC(=O)c2cc(OC)ccc2OC)nnc1-c1ccco1
→ -2	-1.0	2	0.0	0.1	0	-4	-3	-2.5	-2	-3.0
> CN1CCN(S(=O)(=O)c2ccc(NC(=S)NC(=O)C3CC3)cc2)CC1
→ 4	-0.7	7	0.1	0.0	-1	-3	-2	1.5	5	-3.8
> CC(=O)N1CCC(N2CCN(c3ccccc3F)CC2)CC1
→ 0	-1.4	6	-0.4	-0.7	2	-5	-1	1.8	4	2.1
> CCC(C)c1c(O)nc(SCC(=O)N2CCCCC2)[nH]c1=O (stereo not drawn)
→ -1	-0.8	2	0.1	-0.7	1	-1	3	0.2	-1	-1.1
> COC(=O)c1cc(CSc2nc3ccccc3c(=O)n2C)oc1C
→ -9	-1.8	-2	-0.4	-1.7	-4	-5	-2	-2.5	-6	-2.8
> COc1cccc(C(=O)NCCSc2ccc(F)cc2)c1
→ 0	0.1	-6	2.7	0.3	16*	-1	-2	14*	0	3.2
> CCOC(=O)CSc1nnc(CNC(=O)c2cccs2)n1-c1ccccc1
→ 1	-1.6	-3	-0.9	0.1	2	-4	3	0.5	0	-1.3
> O=c1[nH]c2cc(S(=O)(=O)CCO)ccc2o1
→ -6	-0.7	3	0.0	2.6	0	-3	3	1.9	6	1.3
> Cc1cc(C)c2oc(=O)cc(CN3CCN(Cc4ccc5c(c4)OCO5)CC3)c2c1
→ -2	-0.6	3	-0.4	0.6	-1	2	4	-1.3	0	-0.7
> COc1ccccc1C(C#N)N1N=C(C)CC1(C)C (stereo not drawn)
→ 2	-1.5	-5	0.5	-0.5	1	-2	-1	-1.1	1	-0.5
> O=C(Nc1nccs1)C1CC2CCC1C2 (stereo not drawn)
→ 1	-1.1	3	1.0	1.5	-1	-2	-1	0.8	-4	-0.4
> CCc1nnc(NC(=O)CSc2nc(-c3ccccc3)c(-c3ccccc3)o2)s1
→ -3	-0.7	0	-0.5	-0.4	0	6	2	-1.3	3	-1.1
> Cc1ccc2c(CN3CCN(Cc4ccc5c(c4)OCO5)CC3)cc(=O)oc2c1C
→ 1	-1.1	-4	-0.2	0.5	-3	-2	0	-2.4	4	0.7
> O=C(CN1CCOCC1)Nc1cc([N+](=O)[O-])ccc1Cl
→ -5	-1.6	3	-0.8	-0.7	-5	-6	1	-2.8	-2	-1.4
> O=S(=O)(NC(=NCc1ccccc1)c1ccc(F)cc1)c1ccc(Cl)cc1
→ -4	-1.5	-6	1.0	-0.5	-4	-3	-1	-2.9	-2	-1.3
> O=C(Nc1cccc2c1CCCC2)c1ccc(Cl)c([N+](=O)[O-])c1
→ 4	-1.9	0	0.1	0.2	7	-1	0	0.2	-1	-2.4
> CC(C)CN(C(=O)COC(=O)c1ccc2c(c1)OCO2)c1c(N)n(Cc2ccccc2)c(=O)[nH]c1=O
→ -5	-1.5	-8	-0.7	-1.7	-1	-4	-3	2.6	-3	-1.1
> Cc1ccc(-c2nnn(CC(=O)N(CC(=O)NC3CCCCC3)c3ccccc3F)n2)o1
→ -5	-1.5	8	0.3	4.2*	-2	0	0	-1.0	-5	-1.5
> CC(C)C(C(=O)N1CCOCC1)N1C(=O)c2ccccc2C1=O (stereo not drawn)
→ 1	-1.6	-3	0.4	0.6	1	-1	1	2.6	-4	-0.7
> COCCC(=O)N1CCc2ccc(NC(=O)c3ccc(C(F)(F)F)cc3)cc2C1
→ -4	-1.1	-1	-1.8	-3.6	-2	2	0	-5.4	3	-2.7
> O=C1Nc2ccccc2CN2C(=O)c3cc(Cl)ccc3NC(=O)C12 (stereo not drawn)
→ -2	-0.2	-9	0.3	·	-1	-4	-2	0.7	9	1.8
> Cc1cccc(NC(=S)N=Nc2c(O)[nH]c3ccccc23)c1
→ 2	-1.4	8	-2.0	-0.7	6	9.9*	11*	-0.3	-4	0.9
> CC(C)(C)OC(=O)NNC(=O)NC12CC3CC(CC(C3)C1)C2
→ 3	-1.1	-3	-0.1	0.5	-5	-4	-2	-2.7	5	-1.3
> COc1ccc(NC(=O)N2CCN(c3cccc(C(F)(F)F)c3)CC2)cc1
→ -2	-1.1	-1	-0.3	-0.3	-3	-1	3	-2.0	4	-0.4
> COc1cc2c(cc1OC)C(c1ccccc1F)OC(=O)C2 (stereo not drawn)
→ -5	-1.6	1	0.7	-1.2	0	-2	-6	2.3	-3	-1.5
> O=C(Nc1c(C(=O)C2CC2)oc2ccccc12)c1ccc(Cl)cc1
→ -5	-0.1	5	0.3	-0.2	-2	2	-1	-4.0	-1	4.0
> CCN(CC)C(=O)C1=C(C)N(Cc2ccc(F)cc2)C(=O)C(CC(=O)NC(c2ccccc2)c2ccccc2)C1 (stereo not drawn)
→ 4	0.0	7	-1.1	0.4	2	0	5	4.1	5	4.0
> O/N=C/c1ccnc(SCc2ccc(Cl)cc2)n1
→ -7	-1.1	-5	0.7	0.5	-2	3	3	5.6	-3	0.7
> CCCCOc1ccc(C2CC(=O)N(C)C2=O)cc1 (stereo not drawn)
→ 0	-0.9	-7	0.3	1.5	1	-5	-2	2.6	1	-1.2
> CCN(CC)C(=O)CSc1nc2c(sc(=S)n2-c2ccccc2)c(=O)n1-c1ccc(OC)c(OC)c1
→ -2	-1.0	3	-0.3	-0.9	0	1	5	-3.0	-7	-1.0
> COc1ccc(/C=C/C(=O)OCC(=O)c2cc(C)ccc2C)cc1
→ -3	-1.6	6	-1.1	0.8	-1	1	-3	1.5	-4	-0.8
> Cn1c(=O)[nH]c(=O)c2c1nc(Sc1nc3ccccc3s1)n2Cc1ccccc1
→ -3	-0.8	-2	-0.1	-0.1	-1	-1	1	0.2	4	1.0
> CCOc1ccccc1Nc1nc2ccccc2n2cnnc12
→ -5	-0.9	4	-0.8	2.5	-1	-1	-3	4.5	-6	3.2
> O=c1cc(COc2ncnc3ccccc23)nc2sccn12
→ -14	-1.4	-5	0.2	-0.5	-2	-8	1	-1.6	-4	-1.0
> COc1ccc(CNS(=O)(=O)c2cccc(S(=O)(=O)N3CCOCC3)c2)cc1
→ 1	-1.5	-4	0.6	-0.3	-4	-4	-2	0.1	-4	-0.2
> Cc1ccc(S(=O)(=O)N2CC(O)C[C@H]2C(=O)OCC(=O)Nc2ccc(N3CCOCC3)cc2)cc1C (stereo partly drawn)
→ 0	-1.1	-4	0.3	-0.9	0	-2	-2	2.8	-4	-0.1
> Cc1cc(C)c(S(=O)(=O)N2CCCC2=O)cc1N(C)S(C)(=O)=O
→ -2	-1.7	3	-0.3	-0.3	-1	-2	3	3.8	0	-2.1
> CC(C)n1cc(CN2CCC(C(=O)Nc3ccc(Oc4ccccc4F)cc3)CC2)cn1
→ -4	-1.9	1	-4.9	-0.1	-4	1	2	-2.6	1	-1.6

Sorted by the number under PLCg1 inh (smallest number first): three from the list above.
mol	PLCg1 inh
COc1cc2c(cc1OC)C(c1ccccc1F)OC(=O)C2 (stereo not drawn)	-6
CC(C)C(C(=O)N1CCOCC1)N1C(=O)c2ccccc2C1=O (stereo not drawn)	1
Cc1cccc(NC(=S)N=Nc2c(O)[nH]c3ccccc23)c1	11*

Next part:
Fields: PLC-beta3 inh	ssDAF-12 act	NR1D1 modulator	DAX1 inh-1	DAX1 inh-2	SMARCA2 act	ADAM17 inh	PLCg1 inh	hgDAF-12 ag	MBD2 DNA inh	hcDAF-12 act
> CCOC(=O)C1(CCCc2ccccc2)CCN(C(=O)c2cc(C)nn2CC)CC1
→ -4	-1.7	-7	-1.0	-1.3	-2	0	0	0.6	1	-4.0
> O=C(c1ncc[nH]1)c1ccccc1Cl
→ -5	-0.7	-1	0.0	-2.4	-1	-3	-2	0.6	4	-2.5
> O=C(Cn1cccn1)N1CCCC(N2CCN(Cc3ccc4c(c3)OCO4)CC2)C1 (stereo not drawn)
→ 2	-0.7	-2	0.2	0.0	-1	1	-1	-0.2	2	-0.3
> COc1ccc(/C=C/C(=O)Nc2c(C)nn(C)c2C)cc1COc1ccc(Br)cc1
→ 1	-2.0	1	-1.4	-0.2	-2	2	5	0.9	1	-1.8
> COc1cccc(Oc2ccc(N/C=C/C(=O)C(C)(C)C)cc2)c1
→ -6	-1.1	-2	0.0	-0.8	-4	2	-4	2.4	-1	0.7
> Cc1ccc(F)cc1NC(=O)N1CCN(C2c3ccccc3-c3ccccc32)CC1
→ -5	-1.0	-1	-0.6	2.9	-4	2	2	-0.6	1	-1.8
> COCCCNC(=O)C[C@H]1C[C@@]2(C(=O)OC)C(=C[C@H](COCc3ccccc3)O[C@@H]2C)N(CCC2=CCCCC2)C1=O
→ -1	-1.6	-4	0.1	·	8	2	4	1.1	-2	1.4
> O=C(O)CCCNC(=O)/C=C/c1ccco1
→ -20	-0.9	3	-0.1	1.0	-3	-7	-13	-1.9	11	-0.5
> Cc1ccccc1N1CCN(C2CCCN(C(=O)CSc3ccccn3)C2)CC1 (stereo not drawn)
→ -210	-1.3	-5	-0.1	0.9	-2	-11	-162	2.3	7	-0.6
> COCCn1c(SCc2ccccc2Cl)nc2c1c(=O)[nH]c(=O)n2C
→ 0	-1.2	3	-0.2	0.4	0	0	2	-2.9	-6	-2.5
> Cc1ccc(C(C)C)c(OCC(O)CNC2CCCC2)c1 (stereo not drawn)
→ 0	-1.4	-1	-0.1	1.5	-2	1	6	3.0	-4	-0.7
> COC(=O)c1cc(S(=O)(=O)N2CCCC(C)C2)cn1C (stereo not drawn)
→ -3	-1.2	-5	-0.3	0.8	-2	-2	0	-1.9	-5	-1.5
> CC/C(=N\NC(=O)c1ccc(CN(C)S(=O)(=O)c2ccc(C)cc2)cc1)c1ccc(OC(F)F)cc1
→ -2	-1.4	-5	-0.6	-0.4	-3	5	-2	-1.4	6	-0.2
> Nc1n[nH]c(-c2ccccc2)n1
→ -1	-1.2	-4	0.4	0.3	3	-11	3	0.5	1	-1.4
> CCOc1ccccc1N1CSC2=C(C#N)C(c3c(OC)ccc4ccccc34)CC(=O)N2C1 (stereo not drawn)
→ -33	-0.5	-2	-2.1	0.3	-3	1	-15	1.8	1	-0.8
